RSV CPE inhibition – RSV antiviral activity via CPE protection, HEp-2 cells, primary 10 µM value included (AID 2391); HEp-2 cells, RSV-induced CPE inhibition; higher % means a stronger effect; one-dose CPE inhibition, % at 10 µM; IC50 in µM for titrated hits; 310,000 tested, 0.13% active; in the data active means a potency from the dose series; inconclusive means CPE inhibition mostly from about 23% at the one dose, without a potency; inactive means the rest, 99 in 100 with CPE inhibition below about 21%; further: strong numbers were not always called active
K1F lysis inhibition – inhibition of K1F phage lysis, E. coli UTI89, bacterial capsule biogenesis inhibitors, alamar blue (AID 488966); E. coli UTI89 K1F phage lysis, alamar blue, 2 h; higher % means a stronger effect; one-dose inhibition, % at 100 µM; IC50 in µM for titrated hits; 340,000 tested, 0.02% active;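 active means phage lysis inhibition, versus mean bacterial control, above a set limit; inconclusive means no clear call, values can overlap the other calls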;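 further: capsule biogenesis inhibitors block K1F phage lysis so surviving cells raise fluorescence; higher fluorescence means more inhibition of phage lysis; actives were called in the ten point dose series up to 300 µM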
SV40 large T antigen – SV40 large T antigen inhibitors, biochemical (AID 1903). SV40 large T antigen ATPase/helicase inhibition assay; higher % means a stronger effect. inhibition, % at 20 µM; hits with a dose series show IC50 in µM. 310,000 tested, 0.39% active; in the data active means a potency from the dose series; inconclusive means inhibition mostly from about 32% at the one dose, without a potency; inactive means the rest, 99 in 100 with inhibition below about 32%; further: strong numbers were not always called active
Salmonella PhoP GFP – inhibitors of PhoP regulon expression, primary screen, Salmonella Typhimurium, GFP reporter (AID 1863). one-dose inhibition, % at 50 µM; IC50 in µM for titrated hits. S. Typhimurium PhoP-regulated promoter GFP reporter, 4 h; higher % means a stronger effect. 300,000 tested, 0.16% active;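 active means inhibition over 29.93%, a cutoff 3 SD above the screen mean, later confirmed by dose response; inconclusive means inhibition over 29.93% but no dose response follow-up; inactive means inhibition at most 29.93% or unconfirmed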;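 further: 0% = low Mg2+ inducing control and 100% = high Mg2+ repressing control; strong numbers were not always called active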
TNAP activation fold – human TNAP enzyme activators, primary screen, biochemical, luminescent, no phosphate acceptor, uHTS (AID 1001); Alkaline phosphatase, tissue-nonspecific isozyme (Homo sapiens); purified TNAP, luminescent activation assay, no phosphate acceptor; higher activation fold means a stronger effect; activation fold at 20 µM, or EC50 in µM where a hit was titrated; 200,000 tested, 0.03% active; in the data active means activation fold from about 3, or a potency from the dose series; inactive means the rest, 99 in 100 with activation fold below about 1.6; further: many of its hits are not listed in these tables
MgcRacGAP inhibition – MgcRacGAP GTPase-activating activity inhibitors, confirmation, biochemical, ADP Hunter fluorescence; Rac GTPase-activating protein 1 (Homo sapiens); MgcRacGAP-stimulated Rac1 GTP hydrolysis, ADP Hunter fluorescence; higher % means a stronger effect; GST-tagged Rac1 F28L mutant substrate; one-dose inhibition, % at 30 µM; IC50 in µM for titrated hits; 340,000 tested, 0.6% active;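 active means first-screen hits whose inhibition reached a set limit at any dose in the follow-up dose series; inconclusive means inhibition above the set first-screen limit but never retested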;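 further: fluorescence reports GDP produced by GAP-driven GTP hydrolysis; strong numbers were not always called active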
T cell modulator – modulators of CD8 T cell-vesicle binding, primary screen, mouse 2C CD8+ T cells, flow cytometry; 2C CD8+ T cell-vesicle binding; stronger effect = lower value; 330,000 tested, 0.068% active; calls only at 7 µM;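 active means response, share of CD8 T cells binding vesicles, and their 90th percentile fluorescence all below set limits, cut at about 80% in these data, passing the limit was not always enough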
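Read-out – percent CD8+ FL2 mean versus row control · System – murine 2C transgenic CD8+ T lymphocytes · Times – 1.5 h cell–vesicle binding at 37 °C, then 20 min icy labelling · Control set – naked vesicles low, QL9 vesicles with vehicle high · Detection – cytometric PE anti-B7-1 and Alexa647 anti-CD8 signals after 1% paraformaldehyde fixation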
Myeloid diff 2 – induction of myeloid progenitor differentiation, primary screen, cell-based, flow cytometry, MLPCN library. ER-HoxA9 myeloid progenitors, lysozyme-GFP differentiation. calls only at 10 µM. 360,000 tested, 1% active;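 active means normalized GFP-positive differentiation at or above the plate's own cutoff, the solvent-only control mean plus 3 SD; inconclusive means no clear call, values can overlap the other calls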;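 further: cells exposed to compound for four days before flow analysis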
NTR1 agonist – agonists of NTR1, primary screen, imaging, U2OS cells, beta-arrestin-GFP, high content (AID 493036); 330,000 tested, 0.17% active; NTR1-U2OS beta-arrestin-GFP spot imaging, agonist mode; activation, % at 20 µM; Neurotensin receptor type 1 (Homo sapiens), P30989;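 active means activation at or above 40% of the spot to cytoplasm intensity ratio, with at least 20 cells analyzed; inconclusive means wells under 20 cells, flagged as cytotoxic or low count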;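 further: 0% = DMSO without peptide and 100% = 100 nM NTR1 peptide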
Target sequence (P30989 whole entry, looked up): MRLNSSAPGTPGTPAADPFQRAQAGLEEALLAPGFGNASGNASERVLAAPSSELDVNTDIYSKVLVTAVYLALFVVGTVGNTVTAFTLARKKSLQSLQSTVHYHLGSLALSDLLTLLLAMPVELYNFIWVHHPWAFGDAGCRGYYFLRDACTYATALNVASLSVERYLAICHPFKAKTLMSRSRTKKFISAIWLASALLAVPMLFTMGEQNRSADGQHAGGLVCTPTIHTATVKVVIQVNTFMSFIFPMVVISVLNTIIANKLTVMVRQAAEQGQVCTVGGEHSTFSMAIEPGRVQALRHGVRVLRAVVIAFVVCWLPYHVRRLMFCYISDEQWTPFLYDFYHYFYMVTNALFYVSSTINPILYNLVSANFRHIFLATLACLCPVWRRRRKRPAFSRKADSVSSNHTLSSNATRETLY
T cell modulator vesicle-bound % – also measured in T cell modulator; calls as there; double positive events, %; measured here: CD8+ vesicle-bound cell fraction;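 binding gate set so that unloaded-vesicle control wells show 10% double positive cells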
NTR1 agonist cell count 20 µM – also measured in NTR1 agonist; calls as there; cell count; measured here: cell count, cytotoxicity flag
Myeloid diff 2 GFP+ MAC1+ % – further read-out of Myeloid diff 2, marked with its call; GFP+ MAC1+ double positive, %; measured here: differentiation confirmed by MAC1 staining
Starred values were filed as active, the others as inactive; i = inactive; ? = inconclusive; . = no result given; + = active, no number; [ ] = remark or other dose. Outcome played no part in choosing rows; 2.3% or so of the library scored in one or more.

SMILES | RSV CPE inhibition | K1F lysis inhibition | SV40 large T antigen | Salmonella PhoP GFP | TNAP activation fold | MgcRacGAP inhibition | T cell modulator | T cell modulator vesicle-bound % | Myeloid diff 2 | Myeloid diff 2 GFP+ MAC1+ % | NTR1 agonist | NTR1 agonist cell count 20 µM
CC1(C)C2CCC1(C)C(OC(=O)c1ccccc1C(=O)O)C2 (centres undefined) | -1.3% | -0.1% | 31% | -6% | . | 12% | i | 34 | i | 0.0 | -0.4 | 60
Cc1cc(=O)oc2cc(OCCSc3nnc(-c4ccccc4)o3)ccc12 | 2.8% | 1.4%[50 µM] | 14% | -11% | 1.1 | 8% | i | 14 | i | 0.4 | -0.3 | 64
CC(Oc1ccccc1F)C(=O)NNC(=O)c1ccc(F)c(S(=O)(=O)N2CCOCC2)c1 (centres undefined) | 0.3% | 0.1% | -9% | 11% | . | 3% | i | 2 | i | 3.5 | 0.1 | 71
Cc1cccc(C)c1NC(=O)CNC(=O)C1CCCN(C(=O)c2ccc(Cl)cc2)C1 (centres undefined) | 2.0% | 0.4%[50 µM] | . | . | . | 1% | i | 24 | i | 0.2 | -1.2 | 72
Cc1cc(C(=O)NC(=S)Nc2cccc(NC(=O)C(C)C)c2)ccc1[N+](=O)[O-] | 16% | 5.6% | 12% | -7% | 0.8 | 13% | i | 42 | i | 0.3 | 2.3 | 47
CCc1nn(CCCC(=O)NCc2ccc(OC(C)C)cc2)c(=O)c2cc3occc3n12 | -2.4% | -2.8% | 17% | 2% | . | 4% | i | 62 | i | 0.8 | 4.8 | 48
COc1ccccc1CC(=O)Nc1ccc(S(=O)(=O)N2CCN(C)CC2)cc1 | -0.3% | -0.1% | 11% | -4% | . | 6% | i | 7 | i | 0.7 | -0.3 | 51
COc1ccc2ncc(OC(C)=O)cc2c1 | 3.5% | 4.4% | 9% | -2% | 1.1 | 9% | i | 46 | i | 0.6 | . | .
O=C(COC(=O)c1cccs1)Nc1ccccc1C(F)(F)F | 1.6% | 0.4% | -8% | 8% | 1 | 14% | i | 1 | i | 0.4 | 1.3 | 42
COc1ccc(-c2c(NC(=O)CC(C)C)n(C)c3ccccc3c2=O)cc1OC | 0.1% | 0.1% | 7% | . | . | 4% | i | 29 | i | 0.4 | -0.1 | 93
CCC1=C(OC(=O)N(CC)CC)N2C(=O)OC(=NCCc3c[nH]c4ccccc34)[C@]2(Cc2ccccc2)[C@H]2C1=CC[C@H]1C(=O)N(CC(=O)OC)C(=O)[C@H]12 | 11% | 0.8% | -1% | -6% | . | 8% | i | 56 | i | 2.1 | 1.4 | 51
C=CCn1c(=O)c(C(=O)Nc2ccc(C)cn2)c(O)c2ccccc21 | 5.6% | -0.7% | 7% | -5% | . | 7% | i | 54 | i | 0.7 | 3.1 | 66
COc1ccc(N(CC(=O)Nc2ccccc2F)S(=O)(=O)c2ccc(C)c([N+](=O)[O-])c2)cc1 | 0.0% | -0.8% | 2% | 1% | 1.1 | 8% | i | 34 | i | 0.6 | 0.7 | 92
Cc1ccc(NC(=O)CN2C(=O)N/C(=C\c3cccnc3)C2=O)cc1 | 1.5% | -0.2% | -3% | -6% | 1 | 0% | i | 10 | i | 0.4 | -0.1 | 26
O=c1cc(CN2CCN(Cc3ccccc3)CC2)c2cc(Cl)ccc2o1 | . | -0.1% | 3% | 19% | 1.1 | 8% | . | . | i | 0.5 | . | .
O=[N+]([O-])c1cccc(S(=O)(=O)c2ccc(NCCOCCO)c([N+](=O)[O-])c2)c1 | 7.5% | 0.4% | 4% | 4% | . | 5% | i | 62 | . | . | -1.5 | 99
CCCCNC(=O)Cn1cnc2sc(C)c(S(=O)(=O)N3CCN(c4ncccn4)CC3)c2c1=O | 0.8% | -0.3% | 1% | 0% | 1.2 | 6% | i | 62 | i | 0.3 | -0.2 | 49
CCCCn1nnnc1NCc1ccc(N2CCCC2)cc1 | 3.0% | 0.1% | -1% | -5% | 1.1 | 10% | i | 61 | i | 0.6 | 0.9 | 56
CN(C)CCCN(C(=O)CCc1ccccc1)c1nc2ccc(Br)cc2s1 | 55% | -0.9% | 11% | 11% | 1.2 | 6% | i | 30 | i | 0.2 | 21 | 56
CC(C)c1nnc(NC(=O)COc2ccccc2[N+](=O)[O-])s1 | 2.4% | . | 8% | -6% | . | . | i | 26 | i | 0.5 | 1.0 | 40
CCC(C)(C)NC(=O)C(c1ccc(OC)cc1)N(C(=O)CCC(=O)Nc1cc(C)on1)c1ccc(F)cc1 (centres undefined) | 3.6% | 0.5% | 12% | 3% | . | 4% | i | 47 | i | 3.2 | -0.1 | 46
CCOC(=O)C1(Cc2cccc(OC)c2)CCCN(Cc2ccc(NC(C)=O)cc2)C1 (centres undefined) | 0.0% | 1.3% | 5% | 4% | 1.1 | 4% | i | 33 | i | 0.1 | 1.8 | 78
Cc1cc(Nc2cccc(F)c2)nc(NCc2ccccc2)n1 | ? | -19% | 17% | 5% | 1.1 | 8% | i | 48 | + | 3.9* | 19 | 69
CCc1nnc(SCc2ccc(OC)c(Br)c2)n1N | 2.9% | 1.0% | 7% | -5% | 1.1 | -8% | i | 40 | i | 1.2 | 1.3 | 67

3 compounds out of the list, sorted by SMILES length, descending:
SMILES | RSV CPE inhibition | K1F lysis inhibition | SV40 large T antigen | Salmonella PhoP GFP | TNAP activation fold | MgcRacGAP inhibition | T cell modulator | T cell modulator vesicle-bound % | Myeloid diff 2 | Myeloid diff 2 GFP+ MAC1+ % | NTR1 agonist | NTR1 agonist cell count 20 µM
CCCCNC(=O)Cn1cnc2sc(C)c(S(=O)(=O)N3CCN(c4ncccn4)CC3)c2c1=O | 0.8% | -0.3% | 1% | 0% | 1.2 | 6% | i | 62 | i | 0.3 | -0.2 | 49
COc1ccc(-c2c(NC(=O)CC(C)C)n(C)c3ccccc3c2=O)cc1OC | 0.1% | 0.1% | 7% | . | . | 4% | i | 29 | i | 0.4 | -0.1 | 93
Cc1cc(=O)oc2cc(OCCSc3nnc(-c4ccccc4)o3)ccc12 | 2.8% | 1.4%[50 µM] | 14% | -11% | 1.1 | 8% | i | 14 | i | 0.4 | -0.3 | 64

The listing continues.
SMILES | RSV CPE inhibition | K1F lysis inhibition | SV40 large T antigen | Salmonella PhoP GFP | TNAP activation fold | MgcRacGAP inhibition | T cell modulator | T cell modulator vesicle-bound % | Myeloid diff 2 | Myeloid diff 2 GFP+ MAC1+ % | NTR1 agonist | NTR1 agonist cell count 20 µM
O=[N+]([O-])c1cc(/C=N\O)ccc1Oc1ccc(F)cc1 | 6.2% | 0.3% | 0% | 1% | 0.9 | 11% | i | 43 | i | 0.1 | 0.8 | 82
O=C(OCC(=O)N1CCN(c2cccc(Cl)c2)CC1)c1ccco1 | . | -0.1%[50 µM] | . | . | . | 1% | i | 34 | i | 2.0 | -0.1 | 51
COc1ccc(C)cc1NC(=O)CSc1nnc(-c2ccc(OC)c(OC)c2)n1N | 2.0% | 0.1% | 15% | -1% | 0.9 | 2% | i | 40 | i | 0.7 | 0.3 | 82
Cc1ccc(C(=O)NCC(=O)OCC(=O)c2c(N)n(C)c(=O)n(C)c2=O)s1 | 0.6% | 0.1% | -2% | -3% | 1.1 | 12% | i | 40 | i | 0.7 | -0.5 | 35
CSc1ccccc1OCc1cc(C(=O)N2CCN(c3ncccn3)CC2)no1 | 14% | 0.8%[50 µM] | 13% | -4% | . | 9% | i | 60 | i | 1.3 | 3.8 | 48
CS(=O)(=O)N1CCc2ccccc2C1 | 1.7% | 0.1% | -4% | 3% | 1.1 | 9% | i | 29 | . | . | -1.3 | 43
COc1cc(/C=C2\SC(=O)NC2=O)ccc1OCC(=O)N1CCOCC1 | . | 12% | . | . | . | 3% | i | 52 | i | 1.1 | -1.3 | 45
CSCC[C@H](NC(=O)Cc1ccc(Cl)cc1)C(=O)N1CCC2(CC1)NCCc1[nH]cnc12 | -1.2% | 0.3% | -6% | -3% | . | 8% | i | 47 | + | 8.3* | 1.1 | 63
NS(=O)(=O)c1cccc(NC(=O)COC(=O)Cc2ccc(Cl)cc2)c1 | 1.5% | -0.6% | 8% | -1% | 1 | 12% | i | 60 | i | 0.2 | -0.3 | 54
CN(Cc1nccn1C)C(=O)C1CCC(=O)N(CCc2ccc(Cl)cc2)C1 (centres undefined) | 1.1% | -0.3% | 25% | 2% | . | 7% | i | 12 | i | 1.1 | 0.7 | 70
COc1ccc(N2C(=O)C(=O)/C(=C(/O)c3ccc(C)cc3)C2c2cccnc2)cc1 (centres undefined) | 0.7% | 1.7%[50 µM] | 2% | -7% | 1.1 | 5% | i | 0 | + | 1.3* | 2.1 | 44
COc1ccc(OC(=O)C2CC(=O)N(c3ccc(C)cc3)C2)cc1 (centres undefined) | -1.3% | 0.3% | 32% | -7% | 1.1 | 48µM* | i | 36 | i | 0.3 | -0.7 | 56
O=C(Cn1ncc(Cl)c(Cl)c1=O)N1CCN(S(=O)(=O)c2ccc3ccccc3c2)CC1 | -2.8% | -1.1% | 13% | -3% | 1.1 | 6% | i | 35 | ? | . | 12 | 49
OCCCNC(=S)Nc1ccc2nccnc2c1 | -0.8% | 0.1% | 3% | 5% | 1.1 | 2% | i | 16 | i | 1.0 | -0.5 | 25
O=C(CSC1=Nc2ccccc2C2=NC(CC(=O)NCc3ccco3)C(=O)N12)NCC1CCCO1 (centres undefined) | 0.7% | -0.8% | 1% | -2% | 1.1 | 5% | i | 14 | i | 0.6 | -1.2 | 110
c1ccc2c(N3CCOCC3)c3c(nc2c1)CCC3 | 2.3% | 0.1% | 8% | -3% | . | 15% | i | 65 | i | 0.4 | -0.2 | 44
COCCNC(=O)CN(C(=O)CCC(=O)Nc1ccccn1)c1ccc(F)cc1 | 0.6% | 0.5% | 2% | 7% | 1.1 | 8% | i | 55 | i | 1.0 | 1.6 | 49
CCC(C)(C(=O)NC1CCCC1)N(C(=O)CC1NC(=O)NC1=O)c1ccc(C)cc1 (centres undefined) | 0.9% | 0.2% | 24% | 3% | 1.1 | 6% | i | 21 | i | 0.7 | -1.3 | 81
